Screens from PubChem BioAssay.
BAP1 inh = blocks human BAP1 ubiquitin-AMC hydrolysis. hit rate 0.48% among 72,000. activity remaining (% of control), % at 20 µM. Q92560. recombinant BAP1, Ub-AMC hydrolysis fluorescence kinetic; hits give low values;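 active = activity remaining at or below 50% of control, provided the compound also passes the data quality filters; inactive = the rest, including low values that fail the filters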;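 also: 100% = DMSO wells rate and 0% = substrate alone blank rate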
Target sequence (Q92560 whole entry, looked up): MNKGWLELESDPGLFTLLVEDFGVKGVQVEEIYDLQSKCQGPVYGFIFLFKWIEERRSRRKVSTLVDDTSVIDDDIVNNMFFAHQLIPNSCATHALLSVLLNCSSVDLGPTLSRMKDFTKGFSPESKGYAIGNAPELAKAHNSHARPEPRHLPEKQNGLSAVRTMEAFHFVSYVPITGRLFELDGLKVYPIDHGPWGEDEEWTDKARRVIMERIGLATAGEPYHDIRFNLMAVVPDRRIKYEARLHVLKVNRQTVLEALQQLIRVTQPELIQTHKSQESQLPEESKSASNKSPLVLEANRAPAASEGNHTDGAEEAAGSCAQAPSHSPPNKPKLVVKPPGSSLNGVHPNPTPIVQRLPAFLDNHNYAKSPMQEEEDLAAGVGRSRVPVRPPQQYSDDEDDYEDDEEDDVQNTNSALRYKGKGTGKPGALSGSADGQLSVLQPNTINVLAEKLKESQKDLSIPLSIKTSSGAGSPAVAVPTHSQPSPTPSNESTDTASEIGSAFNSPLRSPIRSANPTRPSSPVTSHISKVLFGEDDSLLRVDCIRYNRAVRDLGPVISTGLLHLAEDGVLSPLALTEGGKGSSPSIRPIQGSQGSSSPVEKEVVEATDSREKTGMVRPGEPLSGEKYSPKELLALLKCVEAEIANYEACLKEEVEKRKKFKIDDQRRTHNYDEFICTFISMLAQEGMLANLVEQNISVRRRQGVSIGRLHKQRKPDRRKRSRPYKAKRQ
HePTP inhibitor = human HePTP phosphatase inhibition. P35236. AID 521. recombinant HePTP phosphatase activity, OD absorbance. inhibition, % at 20 µM. hit rate 0.64% among 110,000; in the data active = inhibition above about 50%;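 also: plate controls were vehicle for no effect and reference inhibitor for full effect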
Target sequence (P35236 whole entry, looked up): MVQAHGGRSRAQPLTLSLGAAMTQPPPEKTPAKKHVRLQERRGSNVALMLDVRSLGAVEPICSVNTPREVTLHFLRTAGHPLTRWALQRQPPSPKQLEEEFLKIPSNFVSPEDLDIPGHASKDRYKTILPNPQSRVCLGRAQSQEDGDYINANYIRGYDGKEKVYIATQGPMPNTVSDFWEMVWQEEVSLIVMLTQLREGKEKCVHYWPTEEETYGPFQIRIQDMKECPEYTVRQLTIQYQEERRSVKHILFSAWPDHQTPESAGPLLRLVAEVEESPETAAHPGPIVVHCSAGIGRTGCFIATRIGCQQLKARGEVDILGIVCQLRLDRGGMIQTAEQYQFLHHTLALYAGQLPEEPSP
The depositor's hits bear a star; . = not tested or not shown; & = joins results of further samples.

SMILES	BAP1 inh	HePTP inhibitor
CN(C)CCCOC(=O)c1ccc(Br)cc1	89	-1
CCOc1ccccc1NC(=O)c1cncc(Br)c1	.	6
COc1nc(OC)nc(N2CCC(C(=O)Nc3cccc4ccccc34)CC2)n1	96	11
Cc1sc2nc(SC(C)C)nc(N)c2c1C	91	-6
N#Cc1c(SCC(N)=O)nsc1SCc1ccc(Cl)cc1	86	6
COc1ccc(Cc2nc(-c3ccc(Cl)cc3)no2)cc1OC	.	5
COC(=O)c1ccccc1N1C(=O)[C@@H]2C(c3ccc(F)cc3)=NO[C@@H]2C1=O	94	0
COc1ccc(S(=O)(=O)N2Cc3ccccc3CC2C(=O)N2CCOCC2)cc1 (configuration not stated)	113	4
CC(C)(C)CC(C)(C)NC(=O)CSc1nc2ccccc2o1	.	3
CC(C)(C)c1ccc(C(C)(C)C)c(O)c1O	.	-2
O=C(Nc1ccccc1Cl)c1cnccn1	58	5
COC(=O)C1=C(C)NC(=S)NC1c1sccc1C (configuration not stated)	.	-7
Oc1ccc(Br)cc1CN1CCN(Cc2c[nH]c3ccccc23)CC1	.	6
CCOc1ccc(N(Cc2cc3ccc(C)cc3[nH]c2=O)C(=O)COC)cc1	75	4
Cc1sc2nc3c4ccccc4c(NCc4ccco4)nn3c(=O)c2c1C	220	41
COc1ccc(-c2csc(=Nc3ccccc3)n2-c2ccccc2)cc1OC	76	.
COc1ccc(OC)c(C2=C/C(=C/c3cc(OC)c(OC)c(OC)c3)C(=O)O2)c1	.	-4
CCc1ccc(-c2cn3c4ccccc4nc3n2CCCCl)cc1	96	.
CN(C)CCCN1C(=O)CSC1c1cccc([N+](=O)[O-])c1 (configuration not stated)	.	5
COc1ccc(OC)c(NC(=O)CSc2nnc(-c3ccco3)n2-c2ccc(C(=O)O)cc2)c1	97	2
CCCCOC(=O)C1C2C=CC3(CN(CCc4ccccc4)C(=O)C13)O2 (configuration not stated)	.	3
N#CCCS(=O)(=O)c1cc(Cl)ccc1Cl	.	-16
Cn1c(C(=O)O)c(CC(=O)NCC2COc3ccccc3O2)c2ccccc21 (configuration not stated)	85	7
N#CC1=C(N)SC(N)=C(C#N)C1c1ccoc1	76	10
Cc1cccc(N2C(=O)c3cccc4c(N(C)CCO)ccc(c34)C2=O)c1	109	2
COC(=O)C1CC(=O)N(c2ccc(Cl)cc2)C1 (configuration not stated)	.	5
CCCc1cc(=O)n2[nH]c(-c3cccc(Cl)c3)cc2n1	.	9
CC1(C)Cc2c(sc3c2c2ncnn2c2nnc(SCC(=O)NCc4ccco4)n32)CO1	69	-6
CCCC(=O)Nc1sc(C)c(C)c1C(=O)Nc1ccccc1OC	.	-15
c1cc(-c2nnc3sc(C4CCCCC4)nn23)ccn1	100	4
COC(=O)c1cc(NC(=O)C2CC2)cc(C(=O)OC)c1	81	13
Cn1c(SCc2nn[nH]n2)nc2c1c(=O)n(Cc1ccccc1Cl)c(=O)n2C	92	3
Cc1ccc(CC2CC(=O)N(c3cc(C)on3)C2=O)cc1 (configuration not stated)	90	2
Cc1ccc(NC(=O)CS(=O)CC(=O)NC2CCN(Cc3ccccc3)CC2)c(C)c1 (configuration not stated)	94	12
CS(=O)(=O)NC1c2cccc3cccc(c23)C1Sc1nncn1/N=C/c1ccco1 (configuration not stated)	106	-2
O=C(Cn1cc2c(n1)CCCCC2)Nc1ccc(F)cc1F	88	-6
Cc1ccc(C(=O)Nc2cccc(F)c2)cc1S(=O)(=O)N1CCOCC1	.	11
COc1ccc2oc(-c3ccccc3)c(C(N)=O)c2c1	80	6
CC1(C)Cc2c(c(-c3ccccc3Cl)[nH]c(=O)c2C#N)CO1	83	6
N=c1oc2c3c4c(cc2cc1C(=O)Nc1ccccc1)CCCN4CCC3	72	4
CSC1=NC(C)(C)CC12C=CC(=O)C=C2	.	3
Cc1ccccc1C(=O)Nc1ccc(Oc2ccc(NC(=O)c3ccccc3C)cc2)cc1	.	0
Cc1occc1C(=O)Nc1cc(C(C)(C)C)on1	89	10
COc1nc(-c2ccccc2)cc(C(F)(F)F)n1	88	7
CCCOc1ccc(-c2nnn(CC(=O)OCC)n2)cc1	.	-2

Complete entries, quoted from the list.
Cc1ccc(C(=O)Nc2cccc(F)c2)cc1S(=O)(=O)N1CCOCC1 reads BAP1 inh = .; HePTP inhibitor = 11
CCc1ccc(-c2cn3c4ccccc4nc3n2CCCCl)cc1 reads BAP1 inh = 96; HePTP inhibitor = .

The listing continues.
SMILES	BAP1 inh	HePTP inhibitor
O=C1c2ccc(Oc3ccc([N+](=O)[O-])cc3)cc2C(=O)N1c1cccc(-c2nc3ccccc3o2)c1	.	0
O=C(Nc1ccc(S(=O)(=O)N2CCc3ccccc32)cc1)c1ccc2c(c1)OCO2	63	-1
CCCC(=O)Nc1ccc(S(=O)(=O)Nc2cc(C)nc(C)n2)cc1	97	6
Cn1c(-c2ccc3c(c2)OCO3)cnc1NCc1ccc(Cl)cc1	114	12
CCOC(=O)c1[nH]c(C)c(C(=O)NC2CCCC2)c1C	97	2
COc1ccc(Br)cc1-c1noc(-c2ccccc2)n1	54	5
C=CCNC(=O)c1ccccc1NC(=O)Nc1ccccc1	126	-1
CC(C)c1cc(C(F)(F)F)n2nc(C(=O)Nc3ccc4c(c3)OCO4)cc2n1	87	-1
COc1ccc(CCNc2cc(=O)[nH]c(N)n2)cc1	78	0
CCN(CC)C(=O)c1ccc(C)c(Br)c1	100	5
O=C(COC(=O)CCC(=O)c1cccs1)Nc1ccc(S(=O)(=O)N2CCOCC2)cc1	105	3
COc1ccc2c(c1)CC/C2=N/OC(=O)c1ccc(OC)c(OC)c1	.	-4
CCOc1ccc(C(=O)Nc2cccc(S(N)(=O)=O)c2)cc1Br	.	103*
Cc1ccc(C2CC(C(F)(F)F)n3nc(C(=O)Nc4ccc(OC(F)(F)F)cc4)cc3N2)cc1 (configuration not stated)	.	1
CCCCNC(=O)/C(=C/c1ccc(OC)cc1)NC(=O)c1ccc([N+](=O)[O-])cc1	.	5

Single values from above:
In HePTP inhibitor, Cn1c(-c2ccc3c(c2)OCO3)cnc1NCc1ccc(Cl)cc1 shows 12
In HePTP inhibitor, CCOc1ccc(C(=O)Nc2cccc(S(N)(=O)=O)c2)cc1Br shows 103*
In HePTP inhibitor, O=C1c2ccc(Oc3ccc([N+](=O)[O-])cc3)cc2C(=O)N1c1cccc(-c2nc3ccccc3o2)c1 shows 0

(more compounds)
SMILES	BAP1 inh	HePTP inhibitor
O=C(c1ccco1)N1CCN(C/C=C/c2ccccc2)CC1	103	4&4
COc1cccc(-n2nnc3c(=O)n(Cc4cccc(C)c4)cnc32)c1	73	-5
COC(=O)c1sccc1NC(=O)c1ccc(OCC(C)C)cc1	.	7
Cc1ccc(S(=O)(=O)N(CC(=O)N2CCOCC2)c2ccccc2F)cc1	.	-8
CCCOC(=O)c1ccc(NC(=O)c2ccoc2C)cc1	100	11
Cn1nnnc1SCCNCc1cccnc1	89	5
O=C1Nc2cc(Cl)ccc2C1(N1CCNCC1)C(F)(F)F (configuration not stated)	72	5
O=C(Nc1cccc(NC(=S)NC(=O)c2ccco2)c1)c1cccc(Cl)c1	.	-9
O=C(CSc1n[nH]c(-c2cccs2)n1)NCc1cccs1	99	.
CCC(=O)c1ccc(OC(=O)c2cccc(C)c2)cc1	.	6
COC(=O)c1cc(=O)nc2sc(-c3ccc(F)cc3)nn12	62	-2
CC(C)Oc1ccccc1NC(=O)CSc1nc2ccccc2n1C	.	12
CC(C)NC(=O)C1CCN(Cc2cnn(-c3ccccc3)c2-n2cccc2)CC1	111	0
CN(c1cccc(NS(=O)(=O)c2cccs2)c1)S(C)(=O)=O	76	14
Cc1ccc(OCC(=O)Nc2cccc(Cl)c2C)c(Br)c1	.	-11

5 compounds picked at random from those above:
SMILES	BAP1 inh	HePTP inhibitor
COC(=O)c1sccc1NC(=O)c1ccc(OCC(C)C)cc1	.	7
COc1cccc(-n2nnc3c(=O)n(Cc4cccc(C)c4)cnc32)c1	73	-5
O=C(c1ccco1)N1CCN(C/C=C/c2ccccc2)CC1	103	4&4
COC(=O)c1cc(=O)nc2sc(-c3ccc(F)cc3)nn12	62	-2
Cc1ccc(OCC(=O)Nc2cccc(Cl)c2C)c(Br)c1	.	-11

3 compounds from above, sorted by their value in HePTP inhibitor, ascending.
Molecule	HePTP inhibitor
CC(C)(C)c1ccc(C(C)(C)C)c(O)c1O	-2
CC(C)c1cc(C(F)(F)F)n2nc(C(=O)Nc3ccc4c(c3)OCO4)cc2n1	-1
CN(c1cccc(NS(=O)(=O)c2cccs2)c1)S(C)(=O)=O	14

Continued:
SMILES	BAP1 inh	HePTP inhibitor
COc1cc(C2NC(=O)NC(C)=C2C(=O)OCc2ccc(C)cc2)cc(OC)c1O (configuration not stated)	96	10
Cc1[nH]c(=S)[nH]c(=O)c1Cc1ccccc1	105	12
CC12C=CC3(CN(Cc4ccccc4)C(=O)C3C1C(=O)NC1CC1)O2 (configuration not stated)	108	8
COc1ccc(OC)c(NC(=O)CSc2nnc(Cc3cccn3C)n2CCc2ccccc2)c1	104	2
Cc1ccc(N=Cc2cccc(O)c2O)cc1I	.	-18
COc1ccc(N(CC(=O)NC(C)(C)C)S(C)(=O)=O)cc1	.	3
NC(=O)CSc1cccc2cccnc12	.	-7
CC(C)COC(=O)CCn1[nH]c(=O)c2ccccc2c1=O	98	2
CC1(C)CC(=O)C=C(Nc2cccc(O)c2)C1	84	4
COc1ccc(Cl)cc1NC(=O)C1c2ccccc2Oc2ccccc21	135	.
Nn1cc(-c2ccccc2)nc1SCC(=O)NCCN1C(=O)CSC1=O	93	2
Cc1onc(-c2c(Cl)cccc2Cl)c1C(=O)N1C(C)CCCC1C (configuration not stated)	.	-4
CCN(CC)c1ccc(C(=O)Nc2nc3ccc4nc(C)sc4c3s2)cc1	52	.
COc1ccc(C)cc1NC(=O)c1ccc(OC)c([N+](=O)[O-])c1	.	-5
CCOc1ccccc1NC(=O)c1c(NC(=O)C(C)(C)C)sc2c1CCC2	114	.
Cc1cc(C)nc(NC2=NCC(=O)N2c2ccccc2Cl)n1	148	.
COc1cccc(Nc2c(F)c(OC)c(F)c(F)c2C(=O)O)c1	100	2
O=C(NCC1CCCO1)c1c(Cl)cccc1Cl (configuration not stated)	.	4
Cc1ccccc1-c1nc2ccccc2o1	.	1
C/C(=N/NC(=O)c1cc(-c2ccc3ccccc3c2)n[nH]1)c1ccc([N+](=O)[O-])cc1	.	-25
CCC(C)c1c(O)nc(SCC(=O)N2CCOCC2)[nH]c1=O (configuration not stated)	111	-2&-2
Cc1cccc(N2C(=O)C(=O)/C(=C(\O)c3ccccc3)C2c2cccc(F)c2)c1 (configuration not stated)	.	-6
O=C(N/N=C/c1cccc(Cl)c1Cl)c1ccc(Cl)c(Cl)c1	.	9
Cc1ccc2c(c1)N(CC(=O)N(Cc1ccc3c(c1)OCO3)CC1CCCO1)C(=O)C(C)O2 (configuration not stated)	93	-2
O=C1NC(=O)N(c2ccccc2)C(=O)/C1=C\c1ccc(Br)o1	.	69*
COc1ccc(S(=O)(=O)NCC2CCCO2)cc1C(=O)O (configuration not stated)	.	8
CN1CCC(NC(=O)c2cccs2)CC1	98	5
CCCC(=O)c1cc2cc(Cl)ccc2oc1=O	82	-12
COc1ccc(CNC(=O)CSc2nc3nc(C)cc(C)n3n2)cc1	125	11
CC1Cc2nc(SCC(=O)NCC3CCCO3)n(Cc3ccccc3)c(=O)c2S1 (configuration not stated)	98	.
O=C1Nc2c(Br)cc(Br)cc2C1(O)N1CCOCC1 (configuration not stated)	68	-4
O=C(CSc1nc2ccccc2s1)Nc1ncccn1	110	2&2
Cc1nc(SCC(=O)N2CCC(C(N)=O)CC2)n[nH]1	101	-2
CCOc1ccc(Nc2nc(-c3cccnc3)cs2)cc1	.	7
CC(C)COc1ccc(C(=O)Nc2ccc(-c3nc4ncccc4o3)cc2)cc1	.	8
COc1cc(C(=O)N2CCC(NC(=O)C(Cc3ccc(C)cc3)NC(C)=O)CC2)cc(OC)c1OC (configuration not stated)	99	-5
CCOc1ccccc1NC1c2ccccc2C(=O)N1c1ccc(C)cn1 (configuration not stated)	96	1
Cc1c(C#N)c(N)c(C(=O)c2ccccc2)n1-c1ccccc1	.	70*
Cc1ccc(-n2c(SCC(N)=O)nnc2-c2ccccn2)cc1C	124	6
CCCCCC(=O)N/N=C/c1cccnc1	.	4
COc1ccc(S(=O)(=O)N(CC(=O)NCc2ccc(C)cc2)Cc2ccccc2)cc1OC	.	4
C=CCNC(=O)CN(c1ccc(OCC)cc1)S(=O)(=O)c1ccc(SC)cc1	.	-11
CCOC(=O)N1CCN(C(=O)N2CCOCC2)CC1	88	6
O=C1C(C=NCc2ccc3c(c2)OCO3)=C(O)c2ccccc21	.	8
O=C1c2ccc(S(=O)(=O)c3ccc4c(c3)C(=O)N(CCCO)C4=O)cc2C(=O)N1CCCO	.	0
Cc1ccc(C(=O)O)cc1S(=O)(=O)NCC1CCCO1 (configuration not stated)	130	5
COC(=O)[C@H](CCSC)NC(=O)Nc1ccc(OC)cc1	98	2
CC(=O)c1ccc(NC(=O)CSc2nc3nc(C)cc(C)n3n2)cc1	84	-4
Cc1c(-c2ccc(Cl)cc2)[n+](=O)c2c(n1[O-])CCC2	.	-11
COc1cccc(-c2cc(C(=O)NC3CCCC3)no2)c1	105	4
c1ccc2c(c1)oc1c(Nc3ccc(CN4CCOCC4)cc3)ncnc12	95	7
Cc1noc(C)c1S(=O)(=O)N(CCc1ccccc1)Cc1ccccc1	88	1
O=C1NN(c2cccc(Cl)c2)C(=O)/C1=C\c1ccc(O)cc1	.	8
COc1cccc(N2CCN(c3ncccn3)CC2)c1	105	7
CCOc1cc(/C=c2\sc3nc4ccccc4n3c2=O)ccc1OCCOc1ccc(Br)cc1	.	2
O=C(Nc1ccc(Nc2ccccc2)cc1)c1ccccc1	.	4
O=c1ccn(Cc2ccccc2)c(=O)[nH]1	.	8
COc1ccc2c(c1)OC(O)(C(F)(F)F)CC2=O (configuration not stated)	98	4
COc1cc(/C=C2/SC(=S)N(C)C2=O)ccc1OC(=O)c1cccs1	.	-1
CCCS(=O)(=O)N1CCCC(C(=O)NCCN(C)Cc2ccccc2)C1 (configuration not stated)	103	2
COC(=O)[C@H](C)NC(=O)NCc1ccco1	103	-4
O=C(Nc1cccc(Br)c1)c1cc2ccccc2o1	89	-11
